NSD2 HMT inh: blocks human histone methyltransferase NSD2; inhibition, % at 12.5 µM; 310,000 tested, 0.54% active; NSD2 peptide methylation, AlphaScreen, 120 min; O96028; AID 743445; in the data active = inhibition above about 50%
Target sequence (O96028 whole entry, looked up): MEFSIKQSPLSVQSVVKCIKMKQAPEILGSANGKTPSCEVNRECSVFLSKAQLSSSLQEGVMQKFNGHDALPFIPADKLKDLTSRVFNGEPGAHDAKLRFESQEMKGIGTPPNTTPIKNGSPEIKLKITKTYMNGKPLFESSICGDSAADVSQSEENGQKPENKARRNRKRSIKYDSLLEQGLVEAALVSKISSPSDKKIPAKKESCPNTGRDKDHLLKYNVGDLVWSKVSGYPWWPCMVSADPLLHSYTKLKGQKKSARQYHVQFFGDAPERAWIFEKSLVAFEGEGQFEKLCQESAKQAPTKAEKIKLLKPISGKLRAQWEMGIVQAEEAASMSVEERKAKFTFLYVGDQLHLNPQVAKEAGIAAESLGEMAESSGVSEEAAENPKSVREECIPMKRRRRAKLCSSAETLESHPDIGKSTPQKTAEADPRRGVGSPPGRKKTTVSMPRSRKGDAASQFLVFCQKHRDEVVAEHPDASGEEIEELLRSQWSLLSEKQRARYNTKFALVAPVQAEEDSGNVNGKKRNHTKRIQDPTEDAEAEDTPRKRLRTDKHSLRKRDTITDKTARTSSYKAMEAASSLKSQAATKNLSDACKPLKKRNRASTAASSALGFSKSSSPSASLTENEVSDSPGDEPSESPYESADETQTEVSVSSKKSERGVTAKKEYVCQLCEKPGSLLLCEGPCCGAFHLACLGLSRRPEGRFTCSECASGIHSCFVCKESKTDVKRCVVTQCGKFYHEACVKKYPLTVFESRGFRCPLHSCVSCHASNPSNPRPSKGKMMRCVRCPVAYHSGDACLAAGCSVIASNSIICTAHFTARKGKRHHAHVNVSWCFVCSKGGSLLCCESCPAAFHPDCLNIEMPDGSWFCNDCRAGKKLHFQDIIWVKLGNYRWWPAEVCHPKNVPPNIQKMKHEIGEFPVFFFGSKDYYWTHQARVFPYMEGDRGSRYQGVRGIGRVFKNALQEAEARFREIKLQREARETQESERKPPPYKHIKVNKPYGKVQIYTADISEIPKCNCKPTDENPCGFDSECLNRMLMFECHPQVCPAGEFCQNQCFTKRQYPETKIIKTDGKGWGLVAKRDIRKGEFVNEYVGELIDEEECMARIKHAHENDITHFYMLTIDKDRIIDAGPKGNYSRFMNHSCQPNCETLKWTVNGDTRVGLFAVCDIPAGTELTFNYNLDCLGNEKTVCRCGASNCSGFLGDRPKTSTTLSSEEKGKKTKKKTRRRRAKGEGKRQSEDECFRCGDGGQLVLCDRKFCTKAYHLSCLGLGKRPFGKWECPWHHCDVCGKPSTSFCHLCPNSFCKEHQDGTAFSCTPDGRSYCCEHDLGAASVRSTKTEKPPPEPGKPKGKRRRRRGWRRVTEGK
Rtt109 HAT inh: blocks Candida albicans Rtt109/Vps75 acetyltransferase activity | Q5AAJ8 | AID 540336 | 330,000 tested, 0.16% active | purified Rtt109/Vps75, ThioGlo CoA-SH fluorescence, 4 h | inhibition, % at 34.9 µM;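 active = inhibition of at least 50% in every replicate; inconclusive = best replicate reaches 50% inhibition but some replicates fall short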
Keap1 Nrf2 FP: inhibitors of human Keap1-Nrf2 protein-protein interaction. Q14145. Keap1 Kelch-Nrf2 peptide fluorescence polarization, 1536-well. inhibition, % at 9.4 µM. 340,000 tested, 0.15% active. AID 504523; in the data active = inhibition above about 12%; inconclusive = no clear call, values can overlap the other calls; inactive = below about 7.3%;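 also: human Keap1 Kelch domain with fluorescein labeled Nrf2 9mer peptide probe; 0% = neutral control wells and 100% = peptide positive control; higher means more block of Keap1 binding to Nrf2 peptide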
cardiac RTF act: cardiac RTF calcium sensitization. P19429+P45379. activation, % at 7.2 µM. 340,000 tested, 0.24% active. AID 493008. IANBD-labeled TnC RTF fluorescence at EC20 calcium; 0% EC20 calcium, 100% full calcium;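 active = activation above the mean over all tested compounds plus 3 SD, cut at about 30% in these data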;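 also: rise in fluorescence read as greater calcium sensitivity of cardiac thin filaments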
RTF Ca sens inh: cardiac RTF calcium desensitization; P19429+P45379; IANBD-labeled cardiac RTF, Ca2+ fluorescence; inhibition, % at 7.15 µM; 340,000 tested, 0.12% active; AID 493244;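 active = inhibition above the mean inhibition of all tested compounds plus 3 SD, cut at about 17% in these data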;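 also: assay run at fixed EC70 calcium of 1.6 mM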
PfHsp90 set2: reduces growth (ATP signal) of yeast expressing P. falciparum Hsp90; S. cerevisiae expressing PfHsp90, BacTiter-Glo ATP, 48 h; yeast lacking PDR1 and PDR3 efflux regulators; inhibition, % at 9.4 µM; 310,000 tested, 0.32% active; AID 504621;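 active = every replicate shows inhibition above about 80%, whatever the replicate mean, limit read from the data; inconclusive = mean inhibition reaches the set limit but some replicate falls short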;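 also: 0% = DMSO neutral controls and 100% = 20 µM radicicol positive controls; yeast relying on Plasmodium falciparum Hsp90 in place of its own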
CDK5 p35 inh: blocks human CDK5/p35 kinase activity | Q00535+Q15078 | AID 488839 | inhibition, % at 10 µM | Recombinant CDK5/p35, ADP-Glo luminescence, 60 min | 330,000 tested, 0.01% active;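 active = highest replicate inhibition of at least 50% and at least 75% of replicates reaching 50%; inconclusive = only one of the two criteria met; inactive = both criteria failed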;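 also: plate controls were DMSO neutral control for no effect and GW8510 at 10 µM for full effect; many of its hits are not listed in these tables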
Mot1-301 SUMO: inhibitors of SUMOylation pathway: yeast Mot1-301 growth rescue. S. cerevisiae Mot1-301 growth rescue, ATP luminescence, 38.5C; percent above DMSO median, 100 means doubled. growth rescue, % at 18.8 µM. 320,000 tested, 1% active;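 active = every valid replicate shows activation above 250% relative to neutral control wells; inactive = the rest, any valid replicate at or below 250%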;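 also: OY570 slx delta 5 strain wells were the positive control but not used for scaling; some compounds called inactive have numbers as strong as hits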
C-LANA FP: KSHV C-LANA DNA binding inhibition | MBP-C-LANA/FAM-LBS DNA binding, fluorescence polarization | inhibition, % at 9 µM | 340,000 tested, 0.078% active | AID 504423;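 active = highest replicate inhibition at or above 60% at 9 µM, even if other replicates fall short; inactive = all replicates below 60% inhibition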;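 also: 0% = neutral control wells and 100% = 4 µM acridine orange control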
dFosB act: activators of mouse delta FosB homodimer. purified delta FosB, TAMRA-CDK5 oligo fluorescence polarization; percent of positive-control signal above neutral wells. P13346. activation, % at 25 µM. 340,000 tested, 0.99% active. AID 493131;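 active = mean activation above about 17%, with every replicate also reaching it, limit read from the data, passing the limit was not always enough; inconclusive = only one of the two conditions met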;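 also: fluorescence polarization rise as delta FosB binds a TAMRA Cdk5 AP-1 oligo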
PvdQ acylase: blocks Pseudomonas aeruginosa PvdQ acylase activity | 340,000 tested, 0.063% active | AID 488965 | inhibition, % at 10 µM | purified PvdQ acylase, fluorescence plate reader; in the data active = inhibition above about 30%, passing the limit was not always enough; inconclusive = no clear call, values can overlap the other calls;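 also: 0% = vehicle neutral wells and 100% = reference inhibitor wells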
The depositor's hits bear a star; ? = inconclusive; / = not tested or not shown.

Values run as follows: PvdQ acylase | PfHsp90 set2 | Keap1 Nrf2 FP | RTF Ca sens inh | cardiac RTF act | CDK5 p35 inh | Rtt109 HAT inh | C-LANA FP | NSD2 HMT inh | Mot1-301 SUMO | dFosB act
1. COC(=O)C(Cc1ccc(O)cc1)NC(=O)c1ccc2c(c1)OCCO2 (stereo not given)
 : -2 | 14 | -1 | 4 | -5 | 0.8 | -6 | -1.0 | -1 | -15 | -1
2. CCN(CC)C(=O)Cn1cc(S(=O)(=O)CC(=O)Nc2ccc(F)cc2)c2ccccc21
 : -13 | -4 | -2 | 6 | -2 | 0.3 | 1 | -1.4 | 0 | -3 | -10
3. CSc1ccc(/C=N/NC(=O)COc2ccc(Br)cc2Cl)cc1
 : -13 | -1 | -4 | -7 | 0 | -0.9 | 0 | 1.9 | -3 | 7 | -4
4. COc1ccc(-n2nnc3c(=O)n(Cc4cc(C)ccc4C)cnc32)cc1
 : -13 | -17 | -3 | -8 | -1 | -2.5 | 3 | -2.4 | -8 | -6 | -5
5. CCN(CC)C(=O)c1sc(NC(=O)Cc2cccs2)c(C#N)c1C
 : -14 | -19 | -7 | -9 | -1 | 0.1 | -5 | 1.2 | -1 | 12 | -19
6. O=C1NC2(CCCCCC2)C(=O)N1Cc1ccc(F)cc1Cl
 : -12 | 18 | 5 | -2 | 5 | -1.0 | 0 | 0.5 | 1 | -11 | -7
7. Cc1ccc(C(=O)NCC(=O)OCC(=O)c2ccc3c(c2)NC(=O)CO3)cc1
 : -3 | 5 | 5 | -4 | -3 | 0.0 | -3 | -0.8 | -2 | -5 | -1
8. O=C(O)/C=C/C(=O)N(Cc1ccccc1)Cc1ccco1
 : -15 | -5 | 1 | 0 | -4 | -2.7 | -6 | 0.0 | -2 | -33 | -2
9. c1ccc(C2=NCCCN2)cc1
 : -6 | -37 | 3 | -3 | 4 | 3.0 | -2 | 1.5 | -1 | -10 | -5
10. O=C(NCc1ccco1)c1ccc(S(=O)(=O)c2cccc(S(=O)(=O)N3CCOCC3)c2)cc1
 : 5 | / | -4 | 1 | -4 | 4.4 | 6 | 0.1 | -3 | 74 | -5
11. O=C(CCN1C(=O)c2ccncc2C1=O)Nc1ccc2c(c1)OCCO2
 : -11 | 13 | -3 | -3 | 6 | -1.8 | -2 | 1.1 | -1 | / | 1
12. CCCn1c(=O)c(-c2nc3ccccc3[nH]2)c(O)c2ccccc21
 : 6 | -40 | 1 | -4 | 2 | 2.6 | / | 1.7 | 0 | / | 10
13. C#CCOCCOCCOCCNc1nc(N2CCN(C(=O)[C@H](Cc3cc4ccccc4[nH]3)n3cc([C@@H](N)CC(C)C)nn3)CC2)nc(N2CCN(C(=O)[C@H](Cc3cc4ccccc4[nH]3)n3cc([C@@H](N)CC(C)C)nn3)CC2)n1
 : 4 | 17 | -10 | -7 | -4 | 0.9 | 6 | -1.2 | / | -11 | 10
14. Cn1nc(C(C)(C)C)cc1C(=O)NCc1ccc2c(c1)OCO2
 : 6 | 12 | -1 | 0 | 3 | -1.3 | 5 | -0.4 | / | -7 | -6
15. Cc1ccnc2nc(C(=O)OCCOc3ccc(F)cc3)nn12
 : -15 | / | 1 | -3 | 2 | 0.5 | -6 | -0.3 | -3 | -6 | -4
16. Cc1c(NC(=O)c2nn(C)c(=O)c3ccccc23)c(=O)n(-c2ccccc2)n1C
 : -3 | -13 | 0 | 10 | 3 | 1.4 | 2 | 1.0 | 1 | 225 | 4
17. Cc1cccc(NC(=O)c2cc(N3C(=O)CCC3=O)ccc2Cl)n1
 : -11 | 5 | -2 | -6 | 2 | 1.1 | 2 | 1.2 | 0 | 11 | -3
18. COc1ccc(NC(=O)NC23CC4CC(CC(C4)C2)C3)cc1OC
 : -10 | 0 | 2 | -1 | 0 | 0.9 | ? | 0.1 | 5 | -4 | -5
19. NC(=O)c1ccc(F)cc1
 : 1 | 3 | 1 | 0 | -7 | -1.8 | -9 | -1.6 | 2 | 14 | -8
20. CC(C)[C@H](NC(=O)Nc1ccc2c(c1)OCCO2)C(=O)O
 : -12 | / | -6 | 2 | 3 | -1.0 | -27 | -0.9 | 1 | -6 | -5
21. CN(C[C@H](Cc1ccccc1)N(C[C@@H](Cc1cccc2ccccc12)N(CCc1ccccc1)N=O)N=O)N=O
 : -9 | 4 | -7 | 8 | 5 | -4.4 | 2 | 0.9 | / | 5 | -4
22. O=S(=O)(/N=C(\[O-])C[n+]1ccccc1)c1ccc(Cl)cc1
 : -15 | -36 | -2 | -12 | 2 | 0.9 | -5 | -7.5 | / | -12 | 6
23. COc1ccc(-c2cnn3c4c(c(C)nc23)CCN4C2CCCC2)cc1OC
 : 12 | 3 | -2 | 1 | -3 | -1.6 | 4 | 0.2 | 5 | -5 | -10
24. CCN(C(=O)CCS(=O)(=O)c1cc2c(cc1Cl)NC(=O)CO2)c1ccccc1
 : 2 | -8 | -4 | -5 | -2 | -0.4 | -9 | 2.8 | / | -19 | 1
25. Cc1ccc(S(=O)(=O)Nc2ccccc2C(O)c2ccccc2)cc1 (stereo not given)
 : -7 | -2 | 4 | 1 | 11 | 0.6 | 2 | -1.2 | -3 | -13 | 1
26. CCCCc1ccc(NC(=O)NCc2cccnc2)cc1
 : -9 | -7 | 0 | -1 | -3 | -0.6 | 7 | -0.3 | 0 | 18 | -6
27. COCCCn1c(C)nnc1SCc1ccc(C(C)(C)C)cc1
 : 1 | -7 | -2 | -1 | 4 | 0.1 | 1 | 0.1 | 43 | -8 | 7
28. CNc1oc(/C=C/c2ccccc2)nc1C#N
 : -10 | 18 | -4 | -12 | 5 | -0.8 | -61 | -1.1 | -2 | 2 | -3
29. O=C(NCC1CCCO1)c1cccc(Oc2ccc([N+](=O)[O-])cc2)c1 (stereo not given)
 : -18 | -16 | -4 | 4 | 3 | -1.3 | 4 | -1.1 | 11 | 273 | -4
30. CCOC(=O)c1c(N/N=C/c2cccnc2)n[nH]c1C
 : -2 | -24 | -1 | -7 | 0 | 0.2 | -8 | -1.2 | 0 | 16 | -2
31. COC(=O)C1=C(C(=O)OC)[C@]2([C@@H]3CC=CCN[C@@H](Cc4ccccc4)C(=O)N3Cc3ccccc3)C=C[C@H]1O2
 : -10 | 25 | 3 | -5 | 1 | 0.1 | -2 | -0.4 | / | / | -7
32. C=C(C)C(=O)OCCCCCCOc1ccc(C(=O)O)cc1
 : -20 | -7 | 0 | -28 | 3 | 0.3 | 0 | 3.1 | 1 | -10 | 1
33. O=C(CCS(=O)(=O)c1ccc(Br)cc1)N1CCN(c2ccccc2Cl)CC1
 : 1 | -8 | 5 | -6 | 3 | 0.1 | -7 | -0.5 | -1 | 9 | 6
34. Cc1nn2c(nc(N3CCCCC3)c3ccccc32)c1C=O
 : -7 | -15 | 1 | -25 | 0 | 2.1 | 8 | -1.4 | -22 | -16 | -21
35. CCC1CCCCN1c1cc(C)nc2cc(-c3cccc(C)c3)nn12 (stereo not given)
 : 13 | -25 | 5 | 0 | -15 | -1.5 | 2 | -11 | -4 | 95 | -8
36. CCOC(=O)c1c(C)[nH]c(C)c1C(=O)COC(=O)c1ccc(Cl)nc1
 : -19 | -15 | -5 | 4 | 8 | -0.1 | -2 | 2.0 | 2 | -7 | -6
37. CC(Sc1nccn1C)C(=O)Nc1ccccc1 (stereo not given)
 : -6 | 18 | 0 | -8 | -2 | -1.2 | 5 | 0.8 | 1 | 4 | -3
38. OC[C@@H]1[C@@H](c2ccc(Cl)cc2)C(c2ccccc2)=NN1c1ccccc1
 : -14 | -52 | 0 | 1 | -6 | -1.9 | 3 | -1.6 | / | / | -6
39. CCOc1c2ccc(C(=O)NCc3ccc(OC)cc3)cc2nn1CCOC
 : -10 | -5 | -6 | -1 | 11 | -4.1 | -13 | -0.2 | / | -2 | 0
40. COc1ccc2cc(C(=O)C3CCCN(C(=O)c4snnc4C)C3)ccc2c1 (stereo not given)
 : -8 | -33 | -1 | -7 | 3 | 0.6 | 4 | 0.7 | -2 | 15 | -11
41. CCOC(=O)CN1C(=O)S/C(=C/c2ccc3c(c2)n(C)c(=O)n3C)C1=O
 : 2 | 10 | -2 | -1 | -3 | -0.4 | -8 | -0.2 | -2 | / | 1
42. CCCc1nc(SCC(=O)Nc2nc3c(s2)CCCC3)c2ccccc2n1
 : 3 | 21 | -4 | 6 | 1 | -11 | 4 | 1.1 | 1 | 15 | 2
43. O=C(Cn1c(=O)c2cccn2c2ccccc21)NCc1cccc(F)c1
 : -11 | -25 | -2 | -3 | -2 | 0.8 | 5 | -0.3 | -1 | 8 | -14
44. Clc1ccccc1-c1nc(-c2ccc(Br)o2)no1
 : -6 | -1 | -8 | -3 | 4 | -4.3 | 4 | 0.1 | -1 | 0 | -7
45. CSCCC(NC(=O)COc1ccccc1)C(=O)N1CCN(c2ccccc2)CC1 (stereo not given)
 : 3 | / | -3 | 3 | -1 | -0.9 | 3 | 2.1 | 3 | 0 | -8
46. C#CCOCCOCCOCCNc1nc(N2CCN(C(=O)C([C@@H](C)CC)n3cc(C(N)CC(C)C)nn3)CC2)nc(N2CCN(C(=O)[C@H](CCC(=O)O)n3cc(C(N)Cc4ccc(O)cc4)nn3)CC2)n1 (stereo not given in full)
 : -5 | 1 | -6 | 0 | 2 | -3.5 | 26 | 0.4 | / | 1 | -12
47. CCN(C(=O)COC(=O)CCc1ccc(OC)cc1)c1c(N)n(Cc2ccccc2)c(=O)[nH]c1=O
 : -18 | -10 | -2 | -21 | 1 | -0.2 | -16 | -1.3 | 0 | / | 42*
48. CCSc1nc2[nH]ncc2c(=O)[nH]1
 : -6 | 14 | 0 | 2 | -2 | 2.0 | -6 | -3.0 | -3 | 8 | 7
49. Cc1c(O)ccc(/C(Cc2ccc3ccccc3n2)=N\N)c1O
 : 6 | -15 | -7 | -20 | 16 | 1.6 | -8 | -4.2 | / | -19 | -7
50. O=C(OCc1nnc(-c2ccc(Cl)cc2)o1)c1ccc(=O)n(Cc2ccccc2)n1
 : -3 | 6 | -4 | -22 | 0 | -0.2 | 0 | 2.5 | -1 | -1 | 2
51. S=c1nc2c(n[nH]1)c1ccccc1n2CCc1ccccc1
 : 1 | -8 | -4 | 2 | 0 | 2.3 | -5 | 1.6 | 1 | -6 | -1
52. Cc1ccc(C)c(Cn2nnc3c(=O)[nH]c(C4CCCN(C(=O)CC(C)C)C4)nc32)c1 (stereo not given)
 : -4 | -39 | 4 | -1 | -6 | 1.3 | -3 | -0.1 | 1 | -9 | -7
53. CN1CCc2c(sc3c2c(=O)n(-c2ccccc2)c2nnc(SCc4ccc(F)cc4)n32)C1
 : 2 | -1 | 3 | 2 | 2 | 0.8 | 26 | 1.2 | 0 | / | 4

High-throughput results: PubChem, several laboratories
